Rab9 promoter act = Rab9 promoter activation; Huh7 Rab9 promoter-luciferase reporter, luminescence, 24 h; Potency, µM (top dose mostly 9.22 µM), for the others: at the top dose activation, negative = inhibition, hits mostly activators; hit rate 2.8% among 320,000; AID 485297; note: % of control where 0% means no effect; nearly all actives have a fitted effect of over 60% in size
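Huh7 cells stably carrying a Rab9 promoter-luciferase reporter, 1500 cells per well in OP-MEM I with 10% FBS, treated with compound 24 hours at 37C. Luciferase activity read by luminescence after 10 minutes with Amplite reagent.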
MBNL1 CUG block = MBNL1-poly(CUG) RNA binding inhibition; TR-FRET MBNL1-His/biotin-(CUG)12 binding, 665/545 ratio; Potency, µM (titrated, usually from 57.5 µM), for the others: at the highest dose activity change, negative = inhibition, actives largely listed as inhibitors; hit rate 0.036% among 280,000; active = well fitted inhibition curve with a large enough effect in the signal ratio, with a control signal flat, not every such curve was filed as active; inconclusive = small, poorly fitted or top-dose-only effect, or effect the other way, or a change in a side signal; inactive = no such curve, though single readings can be large or run the other way; the % refers to the signal ratio; note: % is set by controls: 0 for no effect and ±100 for the full control effect
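His-tagged MBNL1 binding to biotinylated (CUG)12 RNA was measured by TR-FRET using terbium anti-His antibody (0.055 ng/ul final) and streptavidin-XL665 (5 nM final). Compounds were titrated 92 nM to 58 uM; 60 min at room temperature.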
RORgamma inh = inhibitors of mouse ROR gamma transcriptional activity; P51450; Drosophila S2 Gal4-RORgamma UAS-luciferase reporter, 20 h; Potency, µM (top dose mostly 53.6 µM), for inactives: top-dose activity change, negative = inhibition, hits mostly inhibitors; hit rate 5.4% among 310,000; AID 2551; note: % is set by controls: 0 for no effect and ±100 for the full control effect; nearly all actives have a fitted effect of over 60% in size
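Drosophila Schneider cells stably carrying a metallothionein-driven Gal4 DBD–ROR gamma fusion and a UAS-Photinus luciferase reporter were exposed to compound for 1 hr, then induced with copper sulfate (700 uM final) for 20 hr at ambient temperature before luminescence reading.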
CXXC DNA block = inhibitors of human MLL CXXC domain-DNA interaction | MLL-CXXC / FITC-HOXA9 DNA fluorescence polarization | hit rate 0.037% among 290,000 | Potency, µM (highest dose often 115 µM), without a hit: at the top dose activity change, negative = inhibition, usual class: inhibitors | Q03164; active = well fitted inhibition curve with a large enough effect in the polarisation, with a control signal flat, not every such curve was filed as active; inconclusive = small, poorly fitted or top-dose-only effect, or effect the other way, or a change in a side signal; inactive = no such curve, though single readings can be large or run the other way; the % refers to the polarisation
Target sequence (Q03164 whole entry, looked up, the tested form may be a part): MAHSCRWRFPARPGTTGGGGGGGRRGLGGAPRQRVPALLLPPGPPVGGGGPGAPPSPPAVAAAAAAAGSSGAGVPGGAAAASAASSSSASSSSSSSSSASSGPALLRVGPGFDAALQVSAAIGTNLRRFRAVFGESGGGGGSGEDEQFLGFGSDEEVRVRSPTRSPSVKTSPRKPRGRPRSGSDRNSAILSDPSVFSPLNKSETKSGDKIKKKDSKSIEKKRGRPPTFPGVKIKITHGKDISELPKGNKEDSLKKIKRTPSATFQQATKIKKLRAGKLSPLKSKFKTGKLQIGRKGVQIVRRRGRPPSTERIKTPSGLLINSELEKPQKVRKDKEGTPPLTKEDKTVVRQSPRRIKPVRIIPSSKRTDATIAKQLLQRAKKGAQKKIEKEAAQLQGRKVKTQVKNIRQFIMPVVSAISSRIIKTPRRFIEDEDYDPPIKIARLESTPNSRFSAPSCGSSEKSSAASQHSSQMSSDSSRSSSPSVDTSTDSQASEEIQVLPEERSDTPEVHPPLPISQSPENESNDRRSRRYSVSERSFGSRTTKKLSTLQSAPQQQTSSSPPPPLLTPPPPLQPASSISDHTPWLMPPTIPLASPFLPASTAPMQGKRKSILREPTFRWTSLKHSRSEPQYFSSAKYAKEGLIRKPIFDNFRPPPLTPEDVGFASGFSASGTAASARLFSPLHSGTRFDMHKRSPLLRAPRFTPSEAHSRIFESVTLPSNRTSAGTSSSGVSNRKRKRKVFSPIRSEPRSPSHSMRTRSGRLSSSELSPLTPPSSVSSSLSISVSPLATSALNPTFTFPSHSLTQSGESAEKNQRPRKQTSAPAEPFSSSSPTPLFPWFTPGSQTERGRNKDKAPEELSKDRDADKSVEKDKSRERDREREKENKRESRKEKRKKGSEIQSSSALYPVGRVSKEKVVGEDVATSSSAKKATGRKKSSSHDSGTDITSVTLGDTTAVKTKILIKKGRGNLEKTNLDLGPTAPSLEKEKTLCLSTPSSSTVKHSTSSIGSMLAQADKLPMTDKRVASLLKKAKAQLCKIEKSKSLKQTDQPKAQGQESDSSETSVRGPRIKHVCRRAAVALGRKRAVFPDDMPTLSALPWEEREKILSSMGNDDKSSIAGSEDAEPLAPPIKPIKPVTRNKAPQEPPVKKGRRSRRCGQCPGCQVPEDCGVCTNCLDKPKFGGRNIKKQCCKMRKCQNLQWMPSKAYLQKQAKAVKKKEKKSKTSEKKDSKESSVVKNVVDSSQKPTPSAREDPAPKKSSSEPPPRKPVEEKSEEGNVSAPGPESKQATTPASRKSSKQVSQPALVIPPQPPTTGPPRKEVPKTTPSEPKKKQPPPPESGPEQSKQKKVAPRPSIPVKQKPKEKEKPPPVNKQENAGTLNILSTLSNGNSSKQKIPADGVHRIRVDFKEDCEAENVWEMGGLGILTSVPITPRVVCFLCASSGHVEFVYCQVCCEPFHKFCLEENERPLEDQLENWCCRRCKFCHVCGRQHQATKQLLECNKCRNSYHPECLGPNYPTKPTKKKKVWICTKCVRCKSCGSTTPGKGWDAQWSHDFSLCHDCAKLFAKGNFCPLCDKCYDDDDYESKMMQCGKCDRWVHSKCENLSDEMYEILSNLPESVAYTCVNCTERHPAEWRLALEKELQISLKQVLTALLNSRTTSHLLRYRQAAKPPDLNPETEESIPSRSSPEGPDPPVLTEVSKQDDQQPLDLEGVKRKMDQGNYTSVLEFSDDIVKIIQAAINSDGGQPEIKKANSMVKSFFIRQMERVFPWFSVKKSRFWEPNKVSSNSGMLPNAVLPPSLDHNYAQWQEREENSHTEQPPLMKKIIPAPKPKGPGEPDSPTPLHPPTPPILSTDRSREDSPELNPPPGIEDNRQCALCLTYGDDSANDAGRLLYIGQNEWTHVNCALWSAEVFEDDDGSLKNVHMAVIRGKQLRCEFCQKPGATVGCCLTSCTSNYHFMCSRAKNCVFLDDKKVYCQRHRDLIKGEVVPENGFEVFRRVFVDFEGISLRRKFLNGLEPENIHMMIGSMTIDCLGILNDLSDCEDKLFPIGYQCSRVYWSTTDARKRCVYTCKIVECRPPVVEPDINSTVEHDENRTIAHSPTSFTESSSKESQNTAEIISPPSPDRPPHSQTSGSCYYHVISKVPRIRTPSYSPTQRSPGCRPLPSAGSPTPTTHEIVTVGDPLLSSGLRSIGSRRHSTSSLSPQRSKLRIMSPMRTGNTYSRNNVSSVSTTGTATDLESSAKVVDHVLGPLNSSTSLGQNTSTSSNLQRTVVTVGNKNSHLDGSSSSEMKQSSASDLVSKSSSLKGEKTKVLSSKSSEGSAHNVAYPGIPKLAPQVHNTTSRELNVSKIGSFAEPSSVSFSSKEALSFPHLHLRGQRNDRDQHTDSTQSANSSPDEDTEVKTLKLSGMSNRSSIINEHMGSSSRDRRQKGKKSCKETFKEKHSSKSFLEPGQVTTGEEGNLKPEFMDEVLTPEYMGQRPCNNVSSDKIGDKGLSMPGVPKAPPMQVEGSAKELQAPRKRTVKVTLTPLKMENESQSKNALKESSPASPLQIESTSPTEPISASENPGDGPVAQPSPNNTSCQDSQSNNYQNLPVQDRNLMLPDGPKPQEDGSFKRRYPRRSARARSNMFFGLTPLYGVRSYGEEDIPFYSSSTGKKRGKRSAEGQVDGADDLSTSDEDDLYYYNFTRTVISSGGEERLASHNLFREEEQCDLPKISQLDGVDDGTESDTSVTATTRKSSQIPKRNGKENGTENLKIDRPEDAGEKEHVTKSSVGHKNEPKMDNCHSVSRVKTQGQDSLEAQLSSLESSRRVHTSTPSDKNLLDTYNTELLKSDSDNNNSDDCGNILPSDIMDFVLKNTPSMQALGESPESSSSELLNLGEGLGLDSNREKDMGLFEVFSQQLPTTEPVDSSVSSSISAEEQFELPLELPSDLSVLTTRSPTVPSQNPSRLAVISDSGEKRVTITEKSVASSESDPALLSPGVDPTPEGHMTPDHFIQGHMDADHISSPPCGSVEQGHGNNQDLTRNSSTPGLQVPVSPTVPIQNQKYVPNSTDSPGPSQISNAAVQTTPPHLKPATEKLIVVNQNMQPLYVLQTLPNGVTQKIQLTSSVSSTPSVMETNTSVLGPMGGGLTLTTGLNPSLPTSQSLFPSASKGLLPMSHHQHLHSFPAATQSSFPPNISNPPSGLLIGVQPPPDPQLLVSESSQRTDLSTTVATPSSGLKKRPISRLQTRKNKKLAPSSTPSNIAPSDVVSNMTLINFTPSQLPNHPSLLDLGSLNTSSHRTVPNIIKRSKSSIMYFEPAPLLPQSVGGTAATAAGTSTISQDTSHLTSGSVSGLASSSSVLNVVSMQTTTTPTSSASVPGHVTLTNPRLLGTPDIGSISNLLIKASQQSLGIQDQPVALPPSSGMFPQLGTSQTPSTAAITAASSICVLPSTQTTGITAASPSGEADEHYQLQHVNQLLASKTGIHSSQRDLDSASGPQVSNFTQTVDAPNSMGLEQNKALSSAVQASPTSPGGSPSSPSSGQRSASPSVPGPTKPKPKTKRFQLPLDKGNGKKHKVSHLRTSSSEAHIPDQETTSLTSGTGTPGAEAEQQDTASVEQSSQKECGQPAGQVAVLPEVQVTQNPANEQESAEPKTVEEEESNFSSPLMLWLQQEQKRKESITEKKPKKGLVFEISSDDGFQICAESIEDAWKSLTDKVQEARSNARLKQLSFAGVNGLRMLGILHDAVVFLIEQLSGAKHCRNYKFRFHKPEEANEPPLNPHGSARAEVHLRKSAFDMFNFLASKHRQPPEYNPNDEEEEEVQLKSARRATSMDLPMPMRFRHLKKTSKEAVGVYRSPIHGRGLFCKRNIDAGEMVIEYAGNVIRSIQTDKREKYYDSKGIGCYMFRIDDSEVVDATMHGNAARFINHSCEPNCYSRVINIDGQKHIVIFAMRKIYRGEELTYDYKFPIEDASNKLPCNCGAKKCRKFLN
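Purified MLL-CXXC (added from a 7 uM solution) was preincubated 5 min at ambient with pinned compounds in 50 mM Tris-HCl pH 7.5, 50 mM NaCl, 1 mM DTT, 0.05% BSA. Fluorescein-labeled HOX-A9 DNA (50 nM solution) followed, 30 min, then polarization read.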
VP16 counter = inhibits Gal4-VP16 luciferase reporter, ROR gamma counter-screen; Drosophila S2 Gal4-VP16 UAS-luciferase, luminescence, 20 h; Potency, µM (doses to about 53.6 µM), for the others: at the top dose activity, negative = inhibition, hits mostly inhibitors; hit rate 3.5% among 310,000; AID 2546;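 note: Gal4-VP16 expression switched on by copper sulfate through the metallothionein promoter; % is set by controls: 0 for no effect and ±100 for the full control effect; nearly all actives have a fitted effect of over 50% in size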
uPA surface inh = blocks generation of uPA at the cell surface | cell surface uPA generation assay, qHTS | hit rate 0.31% among 330,000 | Potency, µM (series often up to 38.3 µM), without a hit: at the highest dose activity change, negative = inhibition, most hits filed as inhibitors | AID 540303; active = well fitted inhibition curve with a large enough effect; inconclusive = small, poorly fitted or top-dose-only effect; inactive = no such curve, though single readings can be large or run the other way; tested in mouse RAW 264.7 cells; note: % is set by controls: 0 for no effect and ±100 for the full control effect; nearly all actives have a fitted effect of over 55% in size
BRCA1 expr act = increases BRCA1 expression; Potency, µM (doses to about 46.1 µM), inactives show at the highest dose activation, most hits filed as activators; AID 624202; hit rate 1.1% among 380,000; MCF7-BRCA1-FFLuc reporter, luminescence, 48 h; response scale: scaled: vehicle 0%, 10 µM genistein 100%; note: nearly all actives have a fitted effect of over 80% in size; some results filed as inactive show a strong effect at the top dose
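Reporter cells (MCF7, BRCA1 promoter-firefly luciferase) received library compounds across a concentration series for 48 h. End-point luminescence was measured and concentration-effect curves derived after normalization.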
ELG1 genotoxic = inducers of genotoxicity in HEK293T ELG1-luciferase cells | HEK293T ELG1-luciferase reporter, luminescence, 16 h | Potency, µM (doses to about 46 µM), for the others: at the top dose activity change, positive = activation, usual class: activators | hit rate 1.3% among 330,000; note: % of control where 0% means no effect; nearly all actives have a fitted effect of over 60% in size
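After overnight (16 hr) compound treatment at 37 °C, ELG1-luciferase HEK293T cells were lysed with ONE-Glo; luminescence quantified 30 min later at room temperature.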
NPC1 prom act = activators of NPC1 promoter. AID 485313. Potency, µM (titrated, usually from 9.22 µM), for the others: at the top dose activation, hits mostly activators. Huh7 NPC1 promoter luciferase reporter, 24 h. hit rate 2.4% among 320,000;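 note: % of control where 0% means no effect; nearly all actives have a fitted effect of over 60% in size; reporter is driven by a mutant NPC1 promoter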
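Stably transfected Huh7 (NPC1 promoter→luciferase), 1500 cells/well in Opti-MEM + 10% FBS, 2 h settle, then compound 24 h at 37 °C. Luminescence after 10 min with Amplite reagent.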
p53 reactivator = restores transcriptional activity of mutant p53; Potency, µM (highest dose often 92.2 µM), for the others: at the top dose activity change, positive = activation, actives largely listed as activators; AID 504706; H1299 p53-A138V BP100-luciferase reporter, luminescence, 24 h; hit rate 0.063% among 320,000; note: % of control where 0% means no effect; nearly all actives have a fitted effect of over 45% in size
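H1299 (p53-null), stable ts p53-A138V + BP100-Luc; 1000 cells/well, Opti-MEM/10% FBS; cpd 4 pt, 1:5; 24 h, 37 deg C, 5% CO2; detection reagent 10 min RT; luminescence.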
FLuc counter = counter-screen for miR-21 project: firefly luciferase inhibitors or activators; hit rate 6.9% among 360,000; purified FLuc, Km substrates, luminescence inhibition; Potency, µM (series often up to 57.5 µM), inactives show top-dose activity change, negative = inhibition, most hits filed as inhibitors; P08659;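 note: plate controls were vehicle for no effect and reference inhibitor for full effect; nearly all actives have a fitted effect of over 55% in size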
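Purified P. pyralis luciferase (10nM final) with 10uM D-luciferin and 10uM ATP (Km levels) in 50mM Tris acetate pH 7.5, 10mM Mg acetate, 0.01% Tween-20, 0.05% BSA; qHTS 6-point titration, ~60 µM downward; luminescence read.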
Active calls of the source: *; ? = inconclusive; . = no result given; [ ] = remark or other dose. Unless noted, calls come from the whole dose curve; as a rule, active = well fitted curve in the direction sought with a large enough effect; inconclusive = small, poorly fitted or top-dose-only effect, or another doubt; inactive = no such curve, though single readings can be large; an effect the other way counts as inactive or inconclusive. Potency is the fitted concentration of half-maximal effect.

SMILES	Rab9 promoter act	MBNL1 CUG block	RORgamma inh	CXXC DNA block	VP16 counter	uPA surface inh	BRCA1 expr act	ELG1 genotoxic	NPC1 prom act	p53 reactivator	FLuc counter
COC(=O)c1c(-c2ccc(Br)cc2)csc1NC(=O)Cc1ccc(OC)c(OC)c1	-18.9%	9.1%	?	14.5%	?	13.4%	-59.4%	-12.5%	-1.7%	-5.7%	-0.4%
CSCCC(NC(=O)c1ccc(C(C)(C)C)cc1)C(=O)OCC(=O)N1CCCC1=O (configuration not stated)	-0.7%	.	.	.	.	-8.2%	3.2%	0.2%	-1.0%	3.2%	21.3µM*
O=c1cc2n(c(=O)[nH]1)CCC1=C2CCCC1	-8.2%	6.8%	-15.6%	0.3%	1.8%	-3.5%	-30.1%	-1.8%	-1.5%	-0.2%	2.5%
COc1ccc(OC)c(S(N)(=O)=O)c1	-4.0%	-1.9%	4.3%[0.365 µM]	-4.8%	.	-4.8%	-0.6%	2.9%	0.9%	5.6%	3.4%
Cc1n[nH]c(C)c1S(=O)(=O)N1CCN(S(=O)(=O)c2ccccc2C#N)CC1	0.9%	.	.	.	.	-24.1%	-7.3%	1.3%	-3.2%	-10.5%	.
O=C(Nc1nnc(-c2ccco2)s1)c1ccccc1	0.398µM*	30.9%[activator]	?	-5.7%	-13.4%	-26.2%	7.0%	1.16µM*	0.794µM*	13.4%	3.01µM*
COc1cc(/C=N/n2c(-c3n[nH]c4c3CCC4)n[nH]c2=S)cc(OC)c1O	-4.1%	11.0%	-26.0%	11.0%	-3.8%	-1.0%	-14.2%	5.1%	-4.4%	7.0%	2.8%
C/C(Cl)=C\Cn1c(Nc2ccc(C)cc2)nc2c1c(=O)n(C)c(=O)n2C	-0.8%	12.4%	-10.8%	7.6%	-2.9%	5.2%	-23.6%	-14.1%	-0.5%	-9.9%	6.8%
CCOc1ccc(CCNC(=O)c2cccc(N3CCCC3=O)c2)cc1OCC	-2.5%	0.2%	-26.0%	-19.0%	8.3%	-2.6%	3.5%	1.2%	-2.1%	1.6%	-0.6%
CCOc1ccc(NS(=O)(=O)c2ccc(C(=O)NCC3(N(C)C)CCCCC3)cc2)cc1	-6.9%	.	.	.	.	-0.4%	-31.2%	-2.0%	-4.6%	4.7%	-11.3%
COc1cc(SC)ccc1C(=O)Nc1ccc(S(=O)(=O)N2CCCC2)cc1	-4.2%	1.0%	0.8%	-2.4%	1.9%	5.5%	-0.9%	17.6%	-0.1%	-6.3%	-6.9%
COc1cc(OC)cc(-c2n[nH]c(=S)n2-c2ccc3c(c2)OCO3)c1	2.2%	.	5.62µM*	-2.0%	?	-3.8%	-20.8%	3.7%	-0.1%	-2.4%	-16.3%
Cc1cc(C)c(NN=c2c(=O)c3ccccc3c2=O)c(C)c1	1.78µM*	-1.2%	7.8%	1.0%	-4.0%	-4.0%	?	?	2.82µM*	16.5%	0.953µM*
COc1ccc(C(=O)NCC(=O)N=Nc2c(O)n(Cc3ccccc3)c3ccccc23)cc1OC	-8.4%	?	-14.7%	-4.1%	-5.9%	-2.2%	-43.0%	-2.3%	-6.2%	8.7%	0.9%
CC(C)CC(C(=O)OCC(=O)Nc1cccc(Cl)c1)N1C(=O)C2CC=CCC2C1=O (configuration not stated)	-1.6%	-4.8%	-5.8%	14.1%	-10.0%	-1.2%	8.5%	-2.3%	2.3%	-3.6%	4.1%
CC(=O)c1sc(NC(=O)c2ccc(F)c(F)c2)nc1C	3.16µM*	-2.9%	16.9%	33.9%[activator]	?	.	?	16.4µM*	?	24.2%	?
CCCCSc1nc(N)c(NC(=O)c2ccco2)c(=O)[nH]1	-2.9%	0.0%	-12.9%	3.5%	26.5%	6.8%	3.0%	1.4%	-1.9%	11.5%	-1.3%
CC1=Nn2c(nnc2-c2ccccc2F)SC1	-2.9%	-9.1%	-21.3%	-5.9%	-4.3%	2.8%	14.3%	-1.9%	-0.8%	7.6%	-2.5%[2.3 µM]
Cc1ccc(S(=O)(=O)N2CCC(C)CC2)cc1C(=O)NCCN1CCOCC1	3.9%	-4.6%	.	-6.1%	.	-0.9%	-5.4%	-4.9%	-2.6%	.	2.5%
Cc1ccc2c(CC(=O)Nc3c(C)n(C)n(-c4ccccc4)c3=O)coc2c1	-1.0%	0.2%	31.7%	-0.7%	0.7%	0.0%	1.0%	-0.4%	-3.2%	-1.6%	-0.7%
O=C(CN(Cc1ccccc1)S(=O)(=O)c1ccc(S(=O)(=O)N2CCOCC2)cc1)Nc1ccccc1	-0.8%	-10.6%	0.1%	4.9%	?	0.0%	-28.1%	3.5%	-2.4%	-2.1%	-0.1%
CN1C(=O)C2C3c4ccccc4C(c4ccccc43)[C@@H]2C1=O (some centres not stated)	-5.2%	1.8%	2.6%	3.5%	3.5%	-22.5%	-9.3%	-4.5%	-4.1%	-1.1%	-0.3%
CCOC1CCc2c(C)nc(N)nc2S1 (configuration not stated)	0.1%	3.2%	11.1%	-4.5%	-1.6%	5.8%	0.1%	-2.7%	-3.6%	-4.4%	-1.7%
COC(=O)c1c(NC(=O)CCCC(=O)O)sc2c1CCCCC2	1.7%	4.0%	-32.2%	-4.3%	-18.3%	.	-23.8%	4.6%	-1.0%	0.6%	?
CC1(C)C=Cc2c(c3ccccc3[nH]c2=O)O1	4.2%	5.0%	7.3%	-14.1%	-5.8%	-4.7%	-22.5%	-6.3%	-0.1%	-8.1%	-11.8%
N#CC12C(N)=NC3(OCCO3)C1(C#N)C1=C(CCC1)NC2c1ccccc1 (configuration not stated)	11.7%	19.4%	-22.3%	-0.7%	-3.4%	-3.3%	-24.6%	0.0%	-1.3%	-0.2%	1.8%
O=C(NCC1CCCCC1)c1cccnc1	-1.3%	-1.3%	-1.7%	-2.3%	-5.1%	9.2%	4.9%	-0.3%	-3.9%	?	6.9%
Cc1ccc2[nH]c3c(c2c1)CCN(C)C3	-0.9%	-1.6%	-1.9%	0.6%	-13.4%	5.8%	-23.2%	-9.5%	0.6%	4.4%	-2.7%
COC(=O)C1=C(CS(=O)(=O)c2cc(OC)ccc2OC)NC(=O)NC1c1ccc(O)c(OC)c1 (configuration not stated)	-1.1%	-7.5%	-1.0%	18.3%	-6.7%	5.0%	12.4%	0.3%	-1.2%	9.0%	-0.3%
COC(=O)CSc1nnc(CNC(=O)c2cc(OC)cc(OC)c2)n1-c1ccc(F)cc1	3.8%	-0.2%	10.0%	-3.1%	-7.1%	13.4%	-15.2%	1.9%	-1.2%	-1.7%	-2.2%
O=C(CN1C(=O)NC2(CCCCC2)C1=O)Nc1cccc(Cl)c1Cl	-5.1%	.	.	.	.	4.2%	1.1%	6.7%	-1.4%	-0.3%	-0.7%
CNC(=O)c1cccc(NC(=O)c2cc(-c3ccccc3)nc3c2cnn3C(C)C)c1	-7.2%	.	.	.	.	?	-49.3%	-4.1%	-1.1%	-8.7%	-12.2%
Cc1ccccc1OCCC(=O)OCC(=O)NC1CCS(=O)(=O)C1 (configuration not stated)	-5.7%	.	.	.	.	3.7%	-1.5%	7.9%	-2.8%	-2.1%	1.4%
Cc1ccc(CNC(=O)CN2C(=O)COc3ccc(S(=O)(=O)N4CCC(C)CC4)cc32)o1	2.1%	0.7%	0.6%	-2.0%	-1.8%	-6.2%	-16.5%	-1.6%[9.26 µM]	-5.2%	5.6%	0.6%
CC(=O)Oc1cccc(-c2nc3ccccc3c(=O)o2)c1	-0.3%	-2.3%	-15.1%	6.5%	-5.9%	1.6%	-39.5%	1.3%	-0.7%	-0.5%	19µM*
O=S(=O)(Nc1cccc(CCc2ccccn2)c1)c1ccc(Cl)cc1	-11.3%	-9.2%	?	-14.8%	-1.0%	-2.4%	-41.6%	-5.9%	1.2%	-0.4%	-3.1%

Printed as active in NPC1 prom act, of those listed so far:
SMILES	Rab9 promoter act	MBNL1 CUG block	RORgamma inh	CXXC DNA block	uPA surface inh	NPC1 prom act	p53 reactivator
O=C(Nc1nnc(-c2ccco2)s1)c1ccccc1	0.398µM*	30.9%[activator]	?	-5.7%	-26.2%	0.794µM*	13.4%
Cc1cc(C)c(NN=c2c(=O)c3ccccc3c2=O)c(C)c1	1.78µM*	-1.2%	7.8%	1.0%	-4.0%	2.82µM*	16.5%

High-throughput results deposited in PubChem by National Center for Advancing Translational Sciences (NCATS).

Some of the compounds tested (hit frequency here may not be typical).
